SV40 large T antigen: TAg ATPase/helicase activity blockers – biochemical (AID 1903); SV40 large T antigen ATPase/helicase inhibition assay; higher % means a stronger effect; inhibition, % at 20 µM, or IC50 in µM where a hit was titrated; hit rate 0.39% among 310,000; in the data active = a potency from the dose series; also: strong numbers were not always called active
AID2073: disruptors of CaV2.2 binding to Mint1 – biochemical, HTRF (AID 2073) | inhibition, % at 20 µM; hits with a dose series show IC50 in µM | hit rate 0.19% among 290,000 | HTRF protein-protein interaction, Mint1-CaV2.2; higher % means a stronger effect; in the data active = inhibition mostly above about 51%, no sharp cut-off; also: some results filed as inactive read as strong as hits
Yfh1-off respiration: mitochondrial function rescue without frataxin homolog – Friedreich's ataxia, plus single-dose screen, dose response (AID 1465); S. cerevisiae Yfh1-off respiration, WST-1 reduction, 72 h; higher fold induction means a stronger effect; one-dose fold induction at 50 µM; EC50 in µM for titrated hits; hit rate 0.074% among 220,000;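 active = fold induction of absorbance versus untreated yeast above a set limit, then at least 30% activation at any dose in follow-up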;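 also: activators that raise dye reduction in frataxin-depleted yeast; strong numbers were not always called active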
NTR1 ag: agonists of NTR1, primary screen, imaging, U2OS cells, beta-arrestin-GFP, high content (AID 493036); NTR1-U2OS beta-arrestin-GFP spot imaging, agonist mode; activation, % at 20 µM; hit rate 0.17% among 330,000;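 active = activation at or above 40% of the spot to cytoplasm intensity ratio, with at least 20 cells analyzed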;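 also: 0% = DMSO without peptide and 100% = 100 nM NTR1 peptide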
Target sequence (P30989 whole entry, looked up): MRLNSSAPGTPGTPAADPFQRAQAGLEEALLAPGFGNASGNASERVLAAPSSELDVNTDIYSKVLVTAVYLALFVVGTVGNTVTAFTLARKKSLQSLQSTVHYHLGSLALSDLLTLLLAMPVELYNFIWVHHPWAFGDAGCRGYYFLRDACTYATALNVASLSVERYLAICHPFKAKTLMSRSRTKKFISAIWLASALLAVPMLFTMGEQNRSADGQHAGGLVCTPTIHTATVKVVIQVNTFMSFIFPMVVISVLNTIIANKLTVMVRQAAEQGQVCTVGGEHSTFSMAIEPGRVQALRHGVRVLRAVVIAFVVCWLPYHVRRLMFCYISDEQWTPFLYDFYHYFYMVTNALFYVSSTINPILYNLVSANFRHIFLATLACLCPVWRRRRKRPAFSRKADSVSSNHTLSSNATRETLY
GPR35 antagonists: inhibition of zaprinast-stimulated GPR35 beta-arrestin translocation – imaging, U2OS, beta-arrestin-GFP, zaprinast agonist, primary screen (AID 2058); U2OS GPR35 beta-arrestin-GFP translocation imaging, zaprinast antagonism; higher % means a stronger effect; one-dose inhibition, % at 10 µM; IC50 in µM for titrated hits; hit rate 0.052% among 290,000;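 active = inhibition of at least 50% with at least 30 cells and total cytoplasm GFP at most 10,000,000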
Dengue-2 NS5 capping: Dengue-2 NS5 methyltransferase inhibitors, primary screen, biochemical, confirmation dose response (AID 588689) | Dengue-2 NS5 methyltransferase capping enzyme assay, biochemical; higher % means a stronger effect | inhibition, % at 25 µM; hits with a dose series show IC50 in µM | hit rate 0.3% among 340,000; in the data active = a potency from the dose series
Rac1 GTP hydrolysis: MgcRacGAP GTPase-activating activity inhibitors, confirmation, biochemical, ADP Hunter fluorescence | MgcRacGAP-stimulated Rac1 GTP hydrolysis, ADP Hunter fluorescence; higher % means a stronger effect; GST-tagged Rac1 F28L mutant substrate | one-dose inhibition, % at 30 µM; IC50 in µM for titrated hits | hit rate 0.6% among 340,000 | AID 624330;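 active = first-screen hits whose inhibition reached a set limit at any dose in the follow-up dose series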;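 also: fluorescence reports GDP produced by GAP-driven GTP hydrolysis; strong numbers were not always called active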
GPR55 LPI antagonism: GPR55 antagonists blocking LPI-driven arrestin recruitment, primary screen, imaging, U2OS, beta-arrestin-GFP, LPI agonist (AID 2013). U2OS GPR55 beta-arrestin-GFP translocation imaging, LPI antagonism; higher % means a stronger effect. one-dose inhibition, % at 10 µM; IC50 in µM for titrated hits. hit rate 0.13% among 290,000;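 active = spots per cell inhibited over 60%, with over 100 cells counted and total cytoplasm intensity under 500,000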;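 also: U2OS cells stably carrying GPR55 and arrestin-GFP stimulated by 5 µM LPI near EC80; imaged beta-arrestin-GFP aggregate spots per cell after agonist stimulation; plate controls were LPI-stimulated DMSO wells for no effect and DMSO wells without LPI for full effect; some results filed as inactive read as strong as hits; confirmed hits need IC50 under 10 µM and bright autofluorescent wells are also inconclusive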
GPR55 beta-arrestin: GPR55 agonists via beta-arrestin recruitment, primary screen, imaging, U2OS cells, beta-arrestin-GFP redistribution (AID 1961). one-dose activation, % at 10 µM; EC50 in µM for titrated hits. U2OS GPR55 beta-arrestin-GFP redistribution imaging; higher % means a stronger effect. hit rate 0.048% among 290,000;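 active = activation above 40% with more than 50 cells counted in the well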;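 also: U2OS osteosarcoma cells stably expressing GPR55 and beta-arrestin-GFP; plate controls were DMSO negative control for no effect and LPI positive control for full effect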
NTR1 ag cell count 20 µM: also measured in NTR1 ag; calls as there; cell count; measured here: cell count, cytotoxicity flag
Dengue-2 NS5 capping pilot replicate: also measured in Dengue-2 NS5 capping; calls as there; inhibition, %; measured here: pilot screen replicate inhibition
* hit, by the source's call; i = inactive; · = no result given.

SMILES	SV40 large T antigen	AID2073	Yfh1-off respiration	NTR1 ag	NTR1 ag cell count 20 µM	GPR35 antagonists	Dengue-2 NS5 capping	Rac1 GTP hydrolysis	GPR55 LPI antagonism	GPR55 beta-arrestin	others
CSCCC(NC(=O)c1ccco1)c1nc2ccccc2[nH]1 (stereo not drawn)	12%	6%	·	-0.4	59	-15%	-5%	9%	13%	-0.2%
Cc1ccc(/C=C/C(=O)NCc2cccs2)o1	1%	78%	i	1.2	59	1%	-7%	-3%	4%	-0.3%
N#CCCn1[nH]c(-c2ccccc2)cc1=O	20%	5%	i	-1.4	76	1%	1%	10%	5%	0.8%
Cc1ccc(S(=O)(=O)Nc2c3ccccc3nc(=O)n2-c2ccccc2)cc1	-2%	38%	i	14	88	8%	-6%	6%	6%	-0.1%
O=C(O)c1ccccc1S(=O)(=O)NCC(O)COC1CCCCC1 (stereo not drawn)	10%	6%	i	-4.5	107	0%	-6%	-4%	0%	-0.2%
C/C(=N\NC(=S)Nc1ccccc1)C1Cc2ccccc2C(=O)O1 (stereo not drawn)	25%	-31%	i	6.1	51	9%	·	·	-3%	-0.3%
CCCCn1c(N)c(N(CCOC)C(=O)c2cc(-c3ccccc3)nc3ccccc23)c(=O)[nH]c1=O	12%	·	·	0.2	68	·	1%	5%	·	·
COc1ccc(CCN2CC(C(=O)N3CCN(C(C)=O)CC3)CCC2=O)cc1 (stereo not drawn)	23%	6%	·	-0.7	65	7%	-6%	5%	16%	-0.1%
Cn1c(-c2c(N)n(CCc3ccccc3)c3nc4ccccc4nc23)nc2ccccc21	12%	29%	i	17	69	-2%	-10%	3%	26%	0.6%
S=C(NCc1ccccc1)Nc1ccc(Cl)cc1	4%	-1%	i	1.7	53	10%	-5%	9%	-3%	-0.1%
CC(=O)N1CCC[C@H]1C(=O)O	6%	-4%	i	-1.4	71	-7%	6%	10%	19%	0.7%
CCn1c(/C=C/c2ccccc2F)nc2ccccc2c1=O	12%	8%	·	0.7	80	12%	·	3%	-2%	-0.2%
NCC12CC3CC(C1)CC(CN)(C3)C2	-4%	-3%	i	1.5	84	15%	-4%	-1%	13%	-0.2%	Dengue-2 NS5 capping pilot replicate=-1.8
CN(C)/C=C(/C(=O)c1ccc(Cl)c(Cl)c1)S(C)(=O)=O	9%	-7%	i	-1.1	43	1%	6%	1%	7%	0.6%
CC(=O)Nc1c(NC(C)C)c2ccccc2oc1=O	4%	1%	i	-1.6	96	1%	9%	4%	4%	0.3%
CSc1nc(C)c(Cc2c(F)cccc2Cl)c(=O)[nH]1	-1%	-2%	i	-0.6	50	-6%	-7%	-5%	-5%	-0.1%
O=C(Nc1ccc(C(=O)NN2C(=O)c3ccccc3C2=O)cc1)c1ccccc1	-3%	15%	i	3.0	44	-2%	-1%	6%	10%	-0.4%
O=C(COc1ccc(Br)cc1CO)N1CCCc2ccccc21	5%	5%	·	-1.2	41	-5%	-7%	3%	13%	-0.1%
CC(NC(=O)C(NC(=O)C1CCCN1C(=O)OC(C)(C)C)C(C)C)C(N)=O (stereo not drawn)	23%	-1%	i	0.5	51	0%	-5%	0%	4%	-0.4%
CCOc1ccc(NC(=O)CSc2nnc(C3CC3)n2N)cc1	9%	-6%	i	0.6	74	12%	-1%	3%	6%	-0.1%
CC1CCN(c2ccccc2NC(=S)NC(=O)C(C)(C)C)CC1	0%	5%	i	14	44	-7%	-3%	4%	8%	-0.3%
c1ccc(-c2ncc(CSc3nncn3-c3ccccc3)s2)cc1	18%	-4%	i	0.4	66	14%	-9%	2%	-4%	0.3%
O=C(Oc1ccccc1Cl)C1CCN(C(=O)c2ccc(F)cc2)CC1	3%	·	·	-1.4	78	·	-7%	12%	·	·
CC(=O)c1cc(NC(=O)c2ccc(Cl)cc2)c(=O)oc1/C=C/N(C)C	10%	-13%	i	-2.2	106	1%	-3%	7%	2%	0.1%	Dengue-2 NS5 capping pilot replicate=33
O=C1c2ccccc2C(=O)N1Cc1nc2ccccc2c(=O)n1CCCn1ccnc1	1%	17%	i	·	·	2%	3%	6%	6%	-0.1%

Later entries:
SMILES	SV40 large T antigen	AID2073	Yfh1-off respiration	NTR1 ag	NTR1 ag cell count 20 µM	GPR35 antagonists	Dengue-2 NS5 capping	Rac1 GTP hydrolysis	GPR55 LPI antagonism	GPR55 beta-arrestin	others
CCCSc1cc(N2CCN(C)CC2)nc(-c2ccc(OC)cc2)n1	0%	1%	i	4.8	50	6%	-3%	14%	70%	0.2%
CSc1nc(N2CCN(Cc3ccc4c(c3)OCO4)CC2)c2ccccc2n1	6%	4%	·	9.1	92	-8%	-11%	8%	-4%	0.0%
O=C(COc1ccc([N+](=O)[O-])cc1)Nc1nnc(-c2cccnc2)s1	11%	46%	i	-1.8	55	-1%	6%	10%	4%	1.0%
CCCNC(=O)c1onc(CSc2ccc(Cl)cc2)c1C(=O)NCCOC	17%	·	i	-0.4	88	·	0%	2%	·	·
O=C(COC(=O)c1cccc(S(=O)(=O)N2CCc3ccccc32)c1)NCc1ccco1	5%	13%	i	-1.0	38	-12%	0%	6%	6%	-0.4%
CC(C)(C)c1ccc(C(CC(=O)O)NC(=O)Cc2ccc(F)cc2)cc1 (stereo not drawn)	6%	0%	i	0.3	56	-3%	·	·	6%	0.1%
Cn1c(=O)c(=O)n(C)c2cc(S(=O)(=O)N3CCCCC3)ccc21	2%	5%	i	5.1	84	15%	-2%	2%	0%	-0.1%	Dengue-2 NS5 capping pilot replicate=4.1
O=c1[nH]ncc2c3ccccc3n(Cc3ccccc3)c12	6%	3%	i	1.6	50	-9%	-4%	3%	14%	-0.2%
O=C(c1cc2c(ccc3ccccc32)oc1=O)N1CCN(CCO)CC1	4%	1%	i	0.4	51	9%	2%	7%	1%	0.0%
O/N=C/Cc1[nH]c2ccccc2c1-c1ccccc1	3%	6%	·	0.3	59	10%	1%	6%	-6%	-0.1%
CC(=O)c1c(C)[nH]c(C(=O)NC2=NCCS2)c1C	8%	4%	i	1.7	74	-15%	3%	6%	16%	-0.1%
Cc1cc(OCc2cc(C(=O)NC(C)c3c(C)nn(C)c3C)no2)cc(C)c1Cl (stereo not drawn)	9%	13%	·	0.4	70	11%	-5%	15%	-3%	-0.1%
Cc1nc(C(C)NC(=O)CCc2nnc(Cc3c[nH]c4ccccc34)o2)cs1 (stereo not drawn)	26%	4%	i	-0.2	52	-6%	-2%	4%	4%	0.0%
Cc1nc(N2CCN(C(=O)c3ccco3)CC2)c2c3c(sc2n1)CCC3	-2%	2%	i	5.7	59	-12%	9%	11%	47%	0.0%
Cc1ccc(NC(=O)CSc2nnc(-c3cccnc3)o2)c(C)c1	12%	·	·	-1.4	56	·	-4%	12%	·	·
COc1cc(C)c(C(=O)CSc2nnc(CNC(=O)c3ccco3)n2C)cc1C	3%	4%	·	0.6	46	4%	-5%	5%	-8%	-0.3%
CCOP(=O)(c1ccccc1)C1(C#N)CC1 (stereo not drawn)	3%	-5%	i	-0.8	58	-13%	-6%	4%	8%	0.6%
CSc1ccc(Cn2nnc(C(=O)NCCc3ccc(Cl)cc3)c2N)cc1	8%	13%	i	0.0	71	-4%	-13%	-3%	5%	-0.3%
CC(C)(C)c1ccc(C(=O)c2c[nH]c(C(=O)NCCCn3ccnc3)c2)cc1	-5%	-7%	i	1.0	69	0%	-3%	-7%	17%	0.2%	Dengue-2 NS5 capping pilot replicate=-1.7
Cc1nc2c3cc(F)ccc3n(CCN3CCCCC3)c2s1	4%	-18%	i	1.0	45	-7%	2%	13%	-11%	0.0%
CCOC(=O)c1cccc(Nc2nc(C)cc(C)n2)c1	4%	4%	i	3.1	44	-12%	11%	1%	14%	0.2%
C=CCn1c(N)c(-c2nc3ccccc3n2C)sc1=S	17%	29%	i	5.9	85	-7%	-2%	14%	2%	0.0%
Cc1cc(Cl)ccc1OCC(=O)NCC(=O)N/N=C/c1ccco1	5%	12%	i	-0.8	86	-7%	-2%	11%	2%	-0.2%
O=[N+]([O-])c1ccc(CNCc2cc(Cl)ccc2O)cc1	7%	·	·	-5.1	94	·	-2%	7%	·	·
COc1cc2c(cc1/C=C1/NC(=O)N(c3ccccc3)C1=O)OCO2	18%	7%	i	0.4	41	15%	-7%	9%	1%	-0.4%

Next part, overlapping the part above by 3 compounds.
SMILES	SV40 large T antigen	AID2073	Yfh1-off respiration	NTR1 ag	NTR1 ag cell count 20 µM	GPR35 antagonists	Dengue-2 NS5 capping	Rac1 GTP hydrolysis	GPR55 LPI antagonism	GPR55 beta-arrestin	others
Cc1cc(Cl)ccc1OCC(=O)NCC(=O)N/N=C/c1ccco1	5%	12%	i	-0.8	86	-7%	-2%	11%	2%	-0.2%
O=[N+]([O-])c1ccc(CNCc2cc(Cl)ccc2O)cc1	7%	·	·	-5.1	94	·	-2%	7%	·	·
COc1cc2c(cc1/C=C1/NC(=O)N(c3ccccc3)C1=O)OCO2	18%	7%	i	0.4	41	15%	-7%	9%	1%	-0.4%
Cc1cc(NC(=O)c2oc3ccccc3c2C)ccc1-n1cnnn1	10%	14%	i	0.2	46	-15%	-2%	3%	-3%	2.7µM*
O=C1c2ccccc2C(=O)N1CC1c2ccccc2CCN1S(=O)(=O)c1cnc[nH]1 (stereo not drawn)	6%	-5%	i	-0.4	85	3%	-5%	7%	0%	0.2%
Cn1c(-c2ccc(C(C)(C)C)cc2)n[nH]c1=S	8%	-23%	i	3.7	58	-2%	-9%	16%	2%	-0.1%
CC(=O)NCCCC(=O)NC(CCC(=O)OCc1ccccc1)C(=O)OCc1ccccc1 (stereo not drawn)	7%	-18%	i	-1.6	68	10%	-8%	-5%	0%	-0.1%
Cc1cc(CNC(=O)COc2ccc(F)cc2)c2ccccc2n1	5%	13%	i	-1.0	88	-6%	-4%	8%	-10%	-0.1%
COc1ccccc1Cn1c(-c2ccccc2OC)nc2ccccc21	17%	-2%	i	2.7	81	18%	0%	10%	-1%	0.3%

Among those listed so far, 3 have a COOH group.
SMILES	SV40 large T antigen	AID2073	Yfh1-off respiration	NTR1 ag	NTR1 ag cell count 20 µM	GPR35 antagonists	Dengue-2 NS5 capping	Rac1 GTP hydrolysis	GPR55 LPI antagonism	GPR55 beta-arrestin	others
O=C(O)c1ccccc1S(=O)(=O)NCC(O)COC1CCCCC1 (stereo not drawn)	10%	6%	i	-4.5	107	0%	-6%	-4%	0%	-0.2%
CC(=O)N1CCC[C@H]1C(=O)O	6%	-4%	i	-1.4	71	-7%	6%	10%	19%	0.7%
CC(C)(C)c1ccc(C(CC(=O)O)NC(=O)Cc2ccc(F)cc2)cc1 (stereo not drawn)	6%	0%	i	0.3	56	-3%	·	·	6%	0.1%

Screening data from PubChem BioAssay.
